eIF4E-4G inh: inhibitors of eIF4E and eIF4G interaction in translation initiation; TR-FRET eIF4E-eIF4GI(517-606) binding, 2 h; inhibition, % at 21.7 µM; hit rate 0.37% among 220,000;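 active = inhibition above about 30%, limit read from the data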;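 note: 0% = full FRET control wells and 100% = background wells lacking eIF4GI fragment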
NPY-Y2 PAM-ag: potentiators or agonists of human neuropeptide Y receptor Y2 | hit rate 0.45% among 220,000 | P49146 | AID 1359 | cells expressing NPY-Y2, potentiator/agonist read-out | activation, % at 3.6 µM; in the data active = activation above about 27%;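 note: cells stimulated with NPY near EC25 plus isoproterenol at EC100; 0% = vehicle plus submaximal agonist and 100% = vehicle plus saturating agonist; some results beyond the cut were filed as inactive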
PERK inhibitor: blocks human PERK kinase; Q9NZJ5; CHO PERK-DD fusion, SEAP luminescence translation reporter; inhibition, % at 5.6 µM; hit rate 0.17% among 220,000; AID 1416;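 active = inhibition above the mean inhibition of all tested compounds plus 3 SD, set separately per screening campaign, cut at about 2.9% in these data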;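 note: PERK kinase domain activated by AP20187 dimerizer at 100 nM; 0% = DMSO with dimerizer and 100% = rapamycin at 8.4 µM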
Target sequence (Q9NZJ5 whole entry, looked up, the tested form may be a part): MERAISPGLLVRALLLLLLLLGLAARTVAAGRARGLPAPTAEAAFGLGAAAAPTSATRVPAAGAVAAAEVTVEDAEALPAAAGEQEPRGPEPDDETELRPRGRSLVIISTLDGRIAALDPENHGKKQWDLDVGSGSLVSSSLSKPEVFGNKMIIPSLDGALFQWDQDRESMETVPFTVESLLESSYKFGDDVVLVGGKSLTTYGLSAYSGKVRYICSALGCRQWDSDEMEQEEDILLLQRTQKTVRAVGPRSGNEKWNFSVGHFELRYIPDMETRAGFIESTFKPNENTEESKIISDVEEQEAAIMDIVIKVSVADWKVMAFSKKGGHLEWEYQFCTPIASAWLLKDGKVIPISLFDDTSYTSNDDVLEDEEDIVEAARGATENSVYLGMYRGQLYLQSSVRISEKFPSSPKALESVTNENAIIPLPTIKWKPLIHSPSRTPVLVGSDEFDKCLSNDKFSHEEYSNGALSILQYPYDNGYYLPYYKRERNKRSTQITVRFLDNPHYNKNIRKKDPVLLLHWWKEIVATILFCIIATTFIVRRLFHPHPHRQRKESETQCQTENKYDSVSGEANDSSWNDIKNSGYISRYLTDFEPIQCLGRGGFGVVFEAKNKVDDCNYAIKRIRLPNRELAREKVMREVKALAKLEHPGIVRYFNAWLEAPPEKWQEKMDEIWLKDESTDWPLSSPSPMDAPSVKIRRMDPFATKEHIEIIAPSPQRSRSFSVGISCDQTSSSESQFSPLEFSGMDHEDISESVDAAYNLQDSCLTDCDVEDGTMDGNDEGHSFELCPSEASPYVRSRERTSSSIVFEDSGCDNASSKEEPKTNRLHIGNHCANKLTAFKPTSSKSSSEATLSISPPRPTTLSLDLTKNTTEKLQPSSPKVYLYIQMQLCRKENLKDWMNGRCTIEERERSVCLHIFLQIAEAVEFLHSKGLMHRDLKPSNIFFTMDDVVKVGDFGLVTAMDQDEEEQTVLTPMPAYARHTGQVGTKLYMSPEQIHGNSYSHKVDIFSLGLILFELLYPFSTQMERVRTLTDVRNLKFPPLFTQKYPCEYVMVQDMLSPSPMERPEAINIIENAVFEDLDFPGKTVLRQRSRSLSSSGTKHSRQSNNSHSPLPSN
Wee1 degr inh: blocks degradation of human Wee1 kinase | reporter increase, % at 5 µM | hit rate 1.2% among 220,000 | AID 1321 | HeLa Luc-Wee1K328M stability, luciferase luminescence; 100% = proteasome inhibitor MG132 effect | P30291;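 active = activation above the mean of all tested compounds plus 3 SD, set per screening run, cut at about 8.8% in these data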;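 note: cells exposed to compound for 20 h before luminescence read; 0% = DMSO alone and 100% = MG132 at 30 µM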
MDM2 E3 inh: blocks human Mdm2 ubiquitin ligase activity; cell-based MDM2 ubiquitination luciferase reporter, 2 h; 0 = plate control, 100 = twice control, blank-subtracted; signal enhancement, % at 5 µM; hit rate 0.11% among 210,000; AID 1230;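 active = signal enhancement of 30% or more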;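 note: luminescence tracks abundance of the self-degrading MDM2-luciferase fusion protein; higher signal means inhibition of MDM2 E3 ligase activity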
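system = mammalian cells stably expressing self-ubiquitinating, self-degrading MDM2 E3–luciferase fusion | quantity = 2000 cells per well seeded | incubation = 4 h cell settling then 2 h compound exposure, 37 °C | signal = SteadyLite luminescence, 15 min reagent step | benchmarks = plate control and blank wells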
S1P4 antag: human S1P4 receptor antagonism; O95977; inhibition, % at 4.98 µM; S1P4-expressing cells, antagonist mode, reporter read-out; hit rate 0.26% among 220,000; AID 1510; in the data active = inhibition above about 29%;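 note: 0% = wells stimulated with agonist and 100% = vehicle wells without agonist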
S1P4 agonist: activates the human S1P4 receptor | hit rate 0.35% among 220,000 | AID 1509 | activation, % at 4.98 µM | S1P4-expressing cell line, agonist reporter assay; in the data active = activation above about 11%;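 note: 0% = DMSO vehicle and 100% = reference agonist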
Ba/F3 V617F tox: lowers viability of Ba/F3 cells expressing EpoR and JAK2V617F. ATP luminescence. inhibition, % at 5.6 µM. hit rate 1.1% among 220,000. AID 1446;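 active = inhibition above the campaign mean plus 3 SD over all tested compounds, cut at about 24% in these data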;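 note: cytokine-independent growth of Ba/F3 cells driven by EpoR plus mutant JAK2; 0% = DMSO-treated cells and 100% = JAK inhibitor I control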
BaF3 tox: parental Ba/F3 viability inhibition as JAK2V617F counter-screen; hit rate 1.1% among 220,000; inhibition, % at 5.6 µM; CellTiter-Glo ATP luminescence; AID 1486;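 active = inhibition above a per-campaign cutoff, the mean inhibition of all tested compounds plus 3 SD, cut at about 27% in these data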;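 note: 0% = DMSO wells and 100% = JAK Inhibitor I control wells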
* marks the source's active call; other numbers are inactive results; x = not tested or not shown; [ ] = another dose, or the depositor's remark.

structure,eIF4E-4G inh,NPY-Y2 PAM-ag,PERK inhibitor,Wee1 degr inh,MDM2 E3 inh,S1P4 antag,S1P4 agonist,Ba/F3 V617F tox,BaF3 tox
COC(=O)c1cc2occc2n1CC(=O)Nc1cc(OC)cc(OC)c1,4,-16,0.9,-1,-28,2,0.8,1,3
Cc1cc(C)n(C(=O)CNc2ccc(C)c(C)c2)n1,-2,-15,0.0,3,9,-16,0.6,2,4
CC(C)CN(C(=O)CSc1nncs1)c1c(N)n(CC(C)C)c(=O)[nH]c1=O,1,-12,-0.2,-3,-12,-6,0.1,8,9
Cc1ccccc1CN1CCc2c(OCC(=O)N3CCCc4ccccc43)cccc2C1=O,-7,-8,-1.1,0,-16,-25,-1.4,7,9
COC(=O)CCn1nnc(-c2ccc(C(C)C)cc2)n1,-5,-4,0.8,-2,-33,-9,-1.0,-3,0
CCC(c1nnnn1Cc1ccccc1)N1CCN(C(=O)c2ccco2)CC1 (centres undefined),4,3,-0.3,-1,-13,12,-0.9,-4,2
Cc1ccccc1NC(=S)N/N=C1\CC(C)(C)Oc2ccc(O)cc21,-1,8,0.1,-1,-6,7,-1.3,0,3
Fc1ccccc1Cn1nnc(-c2ccc3c(c2)OCO3)n1,-2,10,0.6,3,0,-23,1.0,-1,2
COc1ccc2c(c1OC)CN1CCc3cc4c(cc3[C@@H]1[C@@H]2O)OCO4,1,20,0.2,-1,x,4,0.5,-2,9
O=C1OC(/C=C/c2ccccc2)=NC/1=C/c1ccco1,-9,20,1.2,0,2,-17,0.7,0,6
COc1cccc(C(=O)Nc2cc([N+](=O)[O-])ccc2N2CCN(C)CC2)c1,0,-2,0.3,-1,-14,9,-0.8,-5,0
COCc1nnc(NC(=O)CCC2CCCCC2)s1,1,9,1.9,-1,-10,3,2.8,-2,4
Cc1nnc(N/N=C/c2ccc([N+](=O)[O-])cc2)n1N,2,-8,0.0,5,-17,8,-0.4,1,6
CCc1ccc2[nH]c(=O)c(CN(Cc3nnnn3C3CCCC3)C3CCCCC3)cc2c1,x,-2,0.7,-1,-5,-9,-0.3,1,5
O=C(O)CCn1c(=O)sc2ccccc21,-6,-4,0.9,-2,-26,2,-0.9,-4,4
O=C(Nc1nnc(-c2ccccc2)o1)C1CCCCC1,-6,-22,1.5,0,-44,-7,-1.1,0,2
COc1ccc(C(=O)CSc2nnc(-c3cc(C)on3)o2)cc1,0,-9,1.1,-2,2,-1,4.2,1,2
CCCN(CCC)CCNC(=O)C1c2ccccc2C(=O)N2CCc3ccccc3C12 (centres undefined),-2,-10,0.1,2,-8,-15,-0.7,3,7
CC(=O)c1sc(-c2ccc(F)cc2)cc1NS(=O)(=O)c1ccc(C)cc1,-2,-3,0.2,0,-8,8,0.6,1,-2
S=C(Nc1cccnc1)N1CCCCC1,-3,7,0.9,0,0,1,0.0,-4,2
Cc1ccc(C(=O)CSc2nnc3c4ccccc4nc(Cc4ccccc4)n23)cc1,11,-3,0.2,-1,-4,-12,2.1,-1,4
COC(=O)c1sccc1NC(=O)c1ccncc1,0,-26,0.0,1,-12,-12,-0.6,-2,3
CN(C)S(=O)(=O)c1cccc(NC(=O)CNC2CCCCC2)c1,-3,3,-0.2,-2,-6,-13,-0.3,0,-3
COC(=O)[C@@H]1CC[C@H](C)[C@@H](c2ccc(C)cc2)N1C(=O)c1ccc(/C=N/O[C@H](C)c2cn([C@@H]3COC[C@H]3O)nn2)cc1,4,-1,-1.7,-2,x,4,45*,15,6
Cc1ccc(NC(=O)Cn2cncc2-c2ccc([N+](=O)[O-])cc2)cc1C,-21,-7,-0.1,-1,-11,10,-0.1,1,3
O=C(CCn1c(=O)c2ccccc2n(CC(=O)NC2CCCC2)c1=O)NCCc1ccc(Cl)cc1,2,-4,0.6,-1,-21,5,-0.7,1,2
Fc1cccc(Cc2noc(CN3CCSCC3)n2)c1,0,-14,0.1,0,7,-5,-0.4,6,11
Clc1cccc(C[n+]2cc(-c3ccccc3)n3c2CCC3)c1,3,0,1.0,2,-9,-9,0.4,65*,65*
C=CCNC(=O)C1CCN(c2cnccn2)CC1,5,16,1.4,-1,7,-1,1.0,0,5
O=C(COc1ccccc1)NCCc1cn2ccsc2n1,-3,2,0.3,1,-8,-11,-1.1,-4,-2
CCCc1nnc(SCC(=O)N2CCOCC2)n1CCCOC,-7,19,2.1,1,-5,-21,0.2,-3,5
Cc1cc2c(cc1C)C(c1ccccc1Br)CC(=O)N2 (centres undefined),7,9,0.4,15*,5,-14,-0.7,-3,1
COc1cc(NC(=O)COc2ccc(Br)cc2)ccc1NC(=O)C(C)C,-6,5,0.5,1,-1,-5,1.1,0,10
CC(=NC1CCCCC1)C1=C(O)c2ccccc2C1=O,x,9,0.8,3,x,3,0.7,-4,0
CC(=O)Nc1ccc(S(=O)(=O)Nc2nc3ccccc3nc2Sc2nncn2C)cc1,5,6,0.7,-1,-31,-17,0.2,3,5
CCOc1ccc2nc(-c3ccccc3)[nH]c2c1,0,-20,0.8,5,-26,8,0.0,71*,54*
C=C(C)CSc1nc2nc(C)cc(C)n2n1,-8,-14,-0.9,-2,-13,-2,0.9,2,5
Cc1ccc(C(=O)N2CCSC2=S)cc1,0,9,1.3,0,6,-11,2.5,-2,5
CC1CC(=O)N(c2ccc(NCCc3ccc(O)cc3)c([N+](=O)[O-])c2)C1=O (centres undefined),6,11,0.1,-3,-10,-9,1.5,-2,0
CC(=O)c1c(O)cc(=O)n(-c2ccccc2)c1-c1cccc2ccccc12,-7,-8,0.3,1,-12,-2,-0.5,0,5

18 of the compounds above, with two lines to a compound.
Values run as follows: eIF4E-4G inh	NPY-Y2 PAM-ag	PERK inhibitor	Wee1 degr inh	MDM2 E3 inh	S1P4 antag	S1P4 agonist	Ba/F3 V617F tox	BaF3 tox
- CC(C)CN(C(=O)CSc1nncs1)c1c(N)n(CC(C)C)c(=O)[nH]c1=O
→ 1	-12	-0.2	-3	-12	-6	0.1	8	9
- Cc1ccccc1CN1CCc2c(OCC(=O)N3CCCc4ccccc43)cccc2C1=O
→ -7	-8	-1.1	0	-16	-25	-1.4	7	9
- COC(=O)CCn1nnc(-c2ccc(C(C)C)cc2)n1
→ -5	-4	0.8	-2	-33	-9	-1.0	-3	0
- CCC(c1nnnn1Cc1ccccc1)N1CCN(C(=O)c2ccco2)CC1 (centres undefined)
→ 4	3	-0.3	-1	-13	12	-0.9	-4	2
- Cc1ccccc1NC(=S)N/N=C1\CC(C)(C)Oc2ccc(O)cc21
→ -1	8	0.1	-1	-6	7	-1.3	0	3
- Fc1ccccc1Cn1nnc(-c2ccc3c(c2)OCO3)n1
→ -2	10	0.6	3	0	-23	1.0	-1	2
- COc1ccc2c(c1OC)CN1CCc3cc4c(cc3[C@@H]1[C@@H]2O)OCO4
→ 1	20	0.2	-1	x	4	0.5	-2	9
- O=C1OC(/C=C/c2ccccc2)=NC/1=C/c1ccco1
→ -9	20	1.2	0	2	-17	0.7	0	6
- COc1cccc(C(=O)Nc2cc([N+](=O)[O-])ccc2N2CCN(C)CC2)c1
→ 0	-2	0.3	-1	-14	9	-0.8	-5	0
- COCc1nnc(NC(=O)CCC2CCCCC2)s1
→ 1	9	1.9	-1	-10	3	2.8	-2	4
- Cc1nnc(N/N=C/c2ccc([N+](=O)[O-])cc2)n1N
→ 2	-8	0.0	5	-17	8	-0.4	1	6
- CCc1ccc2[nH]c(=O)c(CN(Cc3nnnn3C3CCCC3)C3CCCCC3)cc2c1
→ x	-2	0.7	-1	-5	-9	-0.3	1	5
- O=C(O)CCn1c(=O)sc2ccccc21
→ -6	-4	0.9	-2	-26	2	-0.9	-4	4
- O=C(Nc1nnc(-c2ccccc2)o1)C1CCCCC1
→ -6	-22	1.5	0	-44	-7	-1.1	0	2
- COc1ccc(C(=O)CSc2nnc(-c3cc(C)on3)o2)cc1
→ 0	-9	1.1	-2	2	-1	4.2	1	2
- CCCN(CCC)CCNC(=O)C1c2ccccc2C(=O)N2CCc3ccccc3C12 (centres undefined)
→ -2	-10	0.1	2	-8	-15	-0.7	3	7
- CC(=O)c1sc(-c2ccc(F)cc2)cc1NS(=O)(=O)c1ccc(C)cc1
→ -2	-3	0.2	0	-8	8	0.6	1	-2
- S=C(Nc1cccnc1)N1CCCCC1
→ -3	7	0.9	0	0	1	0.0	-4	2

(more compounds)
structure,eIF4E-4G inh,NPY-Y2 PAM-ag,PERK inhibitor,Wee1 degr inh,MDM2 E3 inh,S1P4 antag,S1P4 agonist,Ba/F3 V617F tox,BaF3 tox
Cc1ccccc1NC(=S)N1CCOCC1,-3,6,1.2,-2,1,-8,-1.0,-4,5
Cc1nc2ccccc2c(=O)n1NC(=O)/C=C/c1ccc(Br)cc1,-3,-9,0.2,2,4,-26,2.1,0,4
COc1ccc(CNC(=O)Cn2cncn2)cc1OC,-2,4,-0.2,-2,-5,-15,-1.2,1,2
Cc1ccc(-c2noc(CN3CCC(C(N)=O)CC3)n2)cc1,-14,13,2.2,0,-32,-2,0.9,-2,2
COc1ccc2cc(S(=O)(=O)N3CCOCC3)ccc2c1,-1,10,0.6,0,-7,19,0.2,-5,-2
CCOC(=O)c1oc2ccccc2c1NC(=O)COC,4,1,0.5,2,-14,7,-1.8,0,4
O=C(OC(C(=O)Nc1ccc(Cl)cc1C(F)(F)F)c1ccccc1)c1c(Cl)cccc1Cl (centres undefined),0,-5,0.4,3,x,2,0.4,-3,4
COc1ccc(NC(=O)CSc2nnc(Cc3ccccc3)o2)c(OC)c1,-6,-19,-0.7,0,-22,-8,-1.2,5,2
COc1cc(S(=O)(=O)Nc2ccc(C(=O)NCC(=O)O)cc2)ccc1NC(C)=O,-4,9,0.3,1,-9,17,1.9,0,9
Cc1ccc(NC(=O)C2CCN(S(=O)(=O)c3cnc[nH]3)CC2)nc1,4,12,0.7,-2,-12,-14,0.8,-1,4
CC(C)(C)C(=O)N1CCN(c2nc3ccccc3o2)CC1,3,-10,0.6,0,4,-11,2.2,-1,3
COC(=O)c1ccc2c(c1)SC1=C(CCCC1=O)N2,-11[fluorescence artefact?],-14,0.5,-2,-14,-19,0.3,0,5
Cc1c(C(C)C)c(=O)n(-c2ccc(S(=O)(=O)NC3CCCCC3)cc2)n1C,0,5,1.0,-2,-20,13,0.2,37*,41*
C/C(=N/NC(=O)CSc1nc2ccccc2n1C)c1ccncc1,-5,-1,0.2,-3,-14,10,0.3,-6,1
COC(=O)c1sc2ccccc2c1NC(=O)c1coc2ccccc2c1=O,4[fluorescence artefact?],-1,0.4,3,-9,-18,2.2,-2,2
